PAFAH1B2 inh: PAFAH1B2 enzyme inhibitors, primary screen, biochemical, fluorescence polarization, human. Platelet-activating factor acetylhydrolase IB subunit alpha2 (Homo sapiens), P68402. recombinant PAFAH1B2, FP-rhodamine activity probe. AID 492953, 2010. 340,000 tested, 1.2% active. inhibition, % at 3.39 µM;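 active = inhibition above the mean of all tested compounds plus 3 SD, cut at about 24% in these data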;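 also: 0% = enzyme with DMSO and 100% = wells lacking PAFAH1B2; many of its hits are not listed in these tables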
pPAFAH FP inh: pPAFAH enzyme inhibitors, primary screen, biochemical, fluorescence polarization, human | recombinant pPAFAH, FP-rhodamine probe fluorescence polarization | inhibition, % at 3.39 µM | 330,000 tested, 1.5% active;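 active = inhibition above the mean inhibition across the screen plus 3 SD, cut at about 25% in these data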;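 also: inhibitors block binding of the rhodamine activity-based probe so polarization drops; 0% = enzyme with DMSO and 100% = wells lacking pPAFAH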
Target sequence (Q13093 whole entry, looked up): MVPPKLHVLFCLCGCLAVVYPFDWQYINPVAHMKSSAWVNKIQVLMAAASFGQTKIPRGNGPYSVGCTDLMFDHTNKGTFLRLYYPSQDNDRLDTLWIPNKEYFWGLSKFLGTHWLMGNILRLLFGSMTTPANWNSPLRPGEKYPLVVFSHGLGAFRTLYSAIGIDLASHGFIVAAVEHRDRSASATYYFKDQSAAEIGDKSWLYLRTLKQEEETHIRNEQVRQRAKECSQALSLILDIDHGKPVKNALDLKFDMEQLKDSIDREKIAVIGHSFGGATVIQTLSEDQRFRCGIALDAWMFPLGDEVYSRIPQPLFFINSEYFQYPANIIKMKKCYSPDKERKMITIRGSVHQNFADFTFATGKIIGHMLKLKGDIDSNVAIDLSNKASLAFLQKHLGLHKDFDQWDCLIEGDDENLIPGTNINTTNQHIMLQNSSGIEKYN
PAD4 inh: human PAD4 inhibitors, primary screen, biochemical, fluorescence polarization, 1536-well format; Protein-arginine deiminase type-4 (Homo sapiens), Q9UM07; recombinant PAD4, RCA probe fluorescence polarization; inhibition, % at 6.36 µM; 330,000 tested, 0.41% active; AID 485272, 2010;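 active = percent inhibition above a cutoff equal to the mean of all tested compounds plus 3 SD, cut at about 15% in these data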;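 also: 0% = PAD4 with RCA probe and DMSO and 100% = probe without PAD4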
GSTO1 inh: inhibitors of recombinant GSTO1, primary screen, counter-screen for RBBP9 inhibitor project, biochemical, fluorescence polarization | activity-based probe fluorescence polarization | AID 1974, 2009 | inhibition, % at 5.96 µM | 300,000 tested, 1.1% active | Glutathione S-transferase omega-1 (Homo sapiens), P78417;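 active = inhibition above the campaign mean inhibition plus 3 SD, cut at about 35% in these data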;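 also: 0% = GSTO1-1 with DMSO and 100% = wells lacking GSTO1-1 enzyme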
Target sequence (P78417 whole entry, looked up): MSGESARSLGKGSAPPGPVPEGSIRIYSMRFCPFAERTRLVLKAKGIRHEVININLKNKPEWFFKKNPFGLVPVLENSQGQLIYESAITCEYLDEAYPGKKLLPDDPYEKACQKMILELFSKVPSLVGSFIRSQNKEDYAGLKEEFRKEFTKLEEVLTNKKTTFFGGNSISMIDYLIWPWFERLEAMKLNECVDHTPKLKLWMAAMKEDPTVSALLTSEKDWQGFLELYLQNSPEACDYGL
PME-1 primary: PME-1 inhibitors via competitive probe labeling, primary screen, biochemical, fluorescence polarization, FP-Rh probe, HTS | Protein phosphatase methylesterase 1 (Homo sapiens), Q9Y570 | recombinant PME-1 | inhibition, % at 5.9 µM | 320,000 tested, 0.53% active | AID 2130, 2009;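 active = inhibition above the campaign mean of all compounds plus 3 SD, cut at about 26% in these data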;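 also: competitive labeling of PME-1 active site by serine hydrolase directed probe; 0% = PME-1 with DMSO and 100% = wells lacking PME-1 enzyme; inhibitors block probe labeling so polarization falls and inhibition rises; many of its hits are not listed in these tables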
PREPL inh: PREPL enzyme inhibitors, primary screen, biochemical, fluorescence polarization; AID 2751, 2010; inhibition, % at 5.96 µM; Prolyl endopeptidase-like (Homo sapiens), Q4J6C6; recombinant PREPL, fluorescence polarization activity-based probe; 320,000 tested, 0.68% active; in the data active = inhibition above about 43%;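 also: 0% = enzyme with DMSO and 100% = wells lacking enzyme; many of its hits are not listed in these tables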
LYPLA2 counter: LYPLA2 inhibitors, primary screen, counter-screen for PME1 inhibitor project, biochemical, fluorescence polarization, FP-Rh probe ABPP; 320,000 tested, 0.38% active; AID 2177, 2009; recombinant LYPLA2; inhibition, % at 5.9 µM;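 active = inhibition above the screen-wide mean plus 3 SD, limit set per campaign, cut at about 26% in these data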;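 also: 0% = LYPLA2 with DMSO and 100% = wells lacking LYPLA2 enzyme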
PAFAH1B3 FP inh: PAFAH1B3 enzyme inhibitors, primary screen, biochemical, fluorescence polarization, human; Platelet-activating factor acetylhydrolase IB subunit alpha1 (Homo sapiens), Q15102; recombinant PAFAH1B3, FP-rhodamine probe; inhibition, % at 3.39 µM; 340,000 tested, 0.28% active; AID 492972, 2010;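 active = inhibition above the screen-wide average of all tested compounds plus 3 SD, cut at about 25% in these data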;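 also: 0% = enzyme with DMSO only and 100% = wells lacking PAFAH1B3 protein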
LYPLA1 counter: LYPLA1 inhibitors, primary screen, counter-screen for PME1 inhibitor project, biochemical, fluorescence polarization, FP-Rh probe ABPP. 320,000 tested, 0.16% active. Acyl-protein thioesterase 1 (Homo sapiens), O75608. AID 2174, 2009. recombinant LYPLA1. inhibition, % at 5.9 µM;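 active = inhibition above the mean of all tested compounds plus 3 SD, set per campaign, cut at about 14% in these data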;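 also: inhibitors block serine hydrolase probe labeling of LYPLA1 so polarization falls; 0% = enzyme with DMSO and 100% = wells lacking LYPLA1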
Target sequence (O75608 whole entry, looked up): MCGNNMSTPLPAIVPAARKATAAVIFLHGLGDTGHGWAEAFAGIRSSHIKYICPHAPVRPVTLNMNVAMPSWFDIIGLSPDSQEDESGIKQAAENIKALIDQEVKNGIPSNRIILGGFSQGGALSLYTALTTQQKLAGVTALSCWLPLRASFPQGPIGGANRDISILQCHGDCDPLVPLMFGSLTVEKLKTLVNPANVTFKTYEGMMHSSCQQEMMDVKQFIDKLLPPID
An asterisk follows results filed as active; nt = not tested or not shown. Not all compounds are listed, so the mix of outcomes need not match the whole.

structure	PAFAH1B2 inh	pPAFAH FP inh	PAD4 inh	GSTO1 inh	PME-1 primary	PREPL inh	LYPLA2 counter	PAFAH1B3 FP inh	LYPLA1 counter
CC(C)CCNC(=O)C(c1ccco1)N(C(=O)Cn1nnc2ccccc21)c1ccc2c(c1)OCO2 (configuration not stated)	12.3	0.2	-0.1	10.1	3.9	13.1	16.6	-1.4	6.8
Cc1nnc(SCCCCSc2nnc(C)c(=O)[nH]2)[nH]c1=O	8.4	7.7	-5.1	-4.6	-4.1	-6.2	-2.5	-3.8	-1.2
CC(=O)c1cccc(NC(=O)C(OC(=O)c2cccc(S(=O)(=O)N(C)c3ccccc3)c2)c2ccccc2)c1 (configuration not stated)	-17.1	-15.7	-2.6	-2.3	-34.6	-19.8	-55.5	-19.9	-47.4
O=C(O)c1ccccc1SCc1csc(-c2ccccc2)n1	9.3	-1.5	0.1	-0.9	-7.7	13.6	6.1	0.3	1.6
CC(C)c1ccc(NC2CCCN(C(=O)CN3CCOC3=O)C2)cc1 (configuration not stated)	0.4	7.8	-0.8	-6.5	-0.5	1.3	-6.5	4.3	-0.6
COc1ccc(-c2cc(=O)c3ccccc3o2)cc1	1.6	3.2	2.7	-17.0	2.6	5.2	2.8	4.1	-0.9
CCOCCCNC(=S)N1CCN(c2nc(-c3ccccc3)cs2)CC1	2.1	6.3	-0.4	0.5	5.4	-3.5	1.5	11.6	-2.8
Cc1ccnn1CC(=O)N/N=C/c1ccc2c(c1)OCO2	-1.7	1.7	-3.5	0.7	0.5	5.2	2.6	-5.6	2.4
O=C(c1cc([N+](=O)[O-])ccc1Cl)N1CCN(Cc2ccccc2)CC1	-0.5	-0.2	-2.3	-0.7	6.3	18.3	1.6	2.1	0.3
COCCCn1c2nc3ccccc3nc2c2c(=O)n(Cc3ccccc3Cl)cnc21	nt	3.5	-0.9	1.6	-1.5	-1.2	1.9	nt	-1.3
CCCn1c(SCC(=O)NC2CC2)nnc1-c1cccs1	5.3	1.4	4.5	0.8	0.7	-0.6	4.5	2.0	-1.7
CCC/C(=C1/c2ccccc2C(=O)N1c1ccccc1)c1cnc(OC)nc1	-5.2	2.3	-4.6	nt	nt	13.8	nt	8.0	nt
O=C(NCCc1ccccn1)C1CCN(S(=O)(=O)c2ccc(Cl)cc2)CC1	10.3	-8.1	-1.2	-3.5	7.6	-2.2	-3.7	5.2	-1.4
Cc1cc(C)n2nc(SCC3COc4ccccc4O3)nc2n1 (configuration not stated)	7.7	2.3	4.9	-3.8	-10.4	-1.9	-4.3	11.8	-0.6
O=C(Nc1ccccc1)c1ccccc1NC(=O)c1ccccc1C(=O)O	nt	1.1	-5.6	4.8	3.5	3.3	-6.0	nt	-0.1
CCCCCCC(C)OC(=O)Nc1cccc2ccccc12 (configuration not stated)	-0.5	3.3	-0.2	4.4	-11.1	-19.3	-9.7	5.3	-3.9
C/C(N)=C(/C#N)C(=O)COC(=O)C1CCN(C(=O)c2ccc(Cl)cc2)CC1	4.9	-0.9	-3.0	6.8	-2.3	8.3	11.0	12.1	-1.6
O=C(CCNC(=O)c1ccccc1)NNC(=O)COc1ccccc1Cl	0.9	-6.5	0.2	nt	nt	9.0	nt	2.9	nt
C[C@H](NS(=O)(=O)c1ccc2c(c1)OCCCO2)C(=O)N1CCN(c2ccc(F)cc2)CC1	4.9	0.9	-2.2	nt	5.8	-13.6	3.8	9.1	0.8
CCC1Cc2c(nc(N)c3c(N)nc(N4CCOCC4)c(C#N)c23)O1 (configuration not stated)	1.3	4.8	-4.9	-0.4	-2.4	11.0	-2.4	0.4	-1.9
Cc1cc(C)n2nc(C(=O)OCC(=O)NNC(=O)c3ccc(Cl)cc3)nc2n1	1.4	-6.9	1.4	4.3	8.8	-9.7	-3.4	1.6	-2.3
Cc1cccc(C)c1NC(=O)COC(=O)c1ccc2[nH]c3c(c2c1)CCCC3	-2.4	11.8	-1.4	-7.3	-2.5	7.8	-9.7	3.0	-4.7
Cc1cccc(CSC2=NCCN2C(=O)c2ccc(Br)o2)c1	-3.2	4.9	-1.9	11.0	-2.2	-1.6	-5.1	9.1	-1.6
COc1cccc(C(=O)NC(=O)Nc2cc(C)[nH]n2)c1	3.6	4.0	-0.3	3.6	4.0	9.1	0.3	7.3	-0.4
Cc1nc2scc(C)n2c(=O)c1S(=O)(=O)Nc1ccc(N2CCOCC2)cc1	3.9	2.5	0.0	7.1	-2.6	0.6	-1.7	6.2	1.2
CC(=O)/C(=C\N(C)C)Sc1ccc(Cl)cc1	-2.0	0.4	-2.0	1.9	-1.0	8.5	3.5	-5.6	-0.9
COc1ccc(-n2cnc3cc(NCc4ccccn4)ccc32)cc1	1.0	2.4	-4.2	8.8	2.3	26.4	-0.1	5.0	3.4
CCOc1ncccc1C(=O)OCC(=O)c1ccc(Br)s1	0.5	12.2	-7.2	nt	nt	3.7	nt	1.9	nt
CCn1nccc1C(=O)Nc1ccc(Cl)cn1	-0.2	2.5	2.0	-0.2	-2.1	-6.5	-0.2	5.2	-0.2
COc1ccc(C(=O)C(C)OC(=O)c2cccc(S(=O)(=O)Nc3c(C)n(C)n(-c4ccccc4)c3=O)c2)cc1 (configuration not stated)	5.9	4.9	1.8	nt	nt	14.6	nt	10.0	nt
COc1ccc(CN2CCN(CCc3ccccc3)C(CCO)C2)cc1Cn1cncn1 (configuration not stated)	0.7	-5.4	-5.5	0.3	3.7	11.2	-2.9	1.6	1.6
COc1ccc(N2CCN(C(=O)C(NC(=O)c3c(F)cccc3F)C(C)C)CC2)cc1 (configuration not stated)	8.0	1.3	-1.8	-0.6	-1.9	14.6	-4.1	7.3	2.5
CC(=O)Nc1cccc(-c2nnc3n2CC(C)S3)c1 (configuration not stated)	1.5	-2.7	3.5	-1.0	5.1	-1.0	2.5	14.9	-1.2
CCN(CC)S(=O)(=O)c1ccc2oc(C(=O)N3CCCCCC3)c(C)c2c1	5.3	4.3	-3.5	-122.7	2.1	7.3	6.0	-9.6	-2.8
COc1ccc(S(=O)(=O)N(C)CC(=O)N2CCC(C(N)=O)CC2)cc1	0.5	-4.0	-2.6	-6.0	-3.5	16.6	-0.2	5.3	-1.6
CCN(CC(=O)NCc1ccc(F)cc1)C(=O)C1CC1C (configuration not stated)	0.1	4.0	-0.1	2.2	5.2	1.5	-0.9	6.0	0.8
COc1ccc(-c2n[nH]c(=S)n2-c2ccc(C)cc2)cc1	9.6	-1.2	7.3	5.5	-6.9	10.9	-2.6	2.2	-0.2
COc1ccc(-c2c(C#N)c(SCC(=O)c3cc4ccccc4oc3=O)nc(C)c2C(=O)Nc2ccccc2)cc1	-1.6	10.1	-5.3	-10.9	-3.7	11.6	-7.7	0.8	-7.6
CC(=O)c1ccc(NC(=O)CCS(=O)(=O)c2ccc3c(c2)n(C)c(=O)c(=O)n3C)cc1	-3.8	-2.7	-3.6	7.0	-7.7	5.7	-2.8	-1.4	-1.1
O=C(Nc1ccc(Br)cc1F)C1CCN(c2nnc(-n3cccc3)s2)CC1	8.6	-6.0	-3.6	3.7	-7.0	5.1	-0.7	8.5	-4.6
COC(=O)C1(CO)NC(c2cccs2)C2C(=O)N(c3ccccc3)C(=O)C21 (configuration not stated)	-1.9	0.5	-6.8	-1.3	-7.1	0.3	1.5	1.0	-3.0
O=C(Nc1ccc(Br)cc1)C1CC=CCC1C(=O)OCC1CCCO1 (configuration not stated)	9.1	-2.4	-3.4	1.5	-5.2	-7.4	-5.5	10.5	-2.0
CC(C)CN(C(=O)CC(C)c1ccccc1)c1c(N)n(Cc2ccccc2)c(=O)[nH]c1=O (configuration not stated)	4.2	-0.3	1.6	-1.9	1.6	2.2	0.8	2.2	-0.7
COC(=O)c1sc(NC(=O)CSc2nc3cccnc3n2C2CCCCC2)nc1C	-5.0	5.0	-1.6	-2.8	-0.3	-6.9	0.6	-1.1	-3.3
CN(C)CCNCc1ccc(OC2CCCC2)cc1	6.2	-6.7	1.2	-0.5	-2.1	7.3	0.0	1.9	-2.0
CC1(C)CC(=O)C(N=Nc2ccc(S(=O)(=O)N3CCCCCC3)cc2)=C(O)C1	6.4	7.1	5.5	-15.4	-1.1	16.3	1.8	4.1	0.2
CC(C)(C)C(=O)Nc1ccc2oc(-c3cc(F)c(F)cc3Cl)nc2c1	5.7	1.5	-9.2	7.5	1.3	10.4	3.1	10.2	2.7
CC(C)N1C(=S)SC(C)(C)C1n1oc(=O)n(-c2cccc(Cl)c2)c1=O (configuration not stated)	4.2	1.6	-1.3	8.6	2.2	19.9	13.8	6.1	-1.5
CCOc1ccccc1NC1c2ccccc2C(=O)N1c1ccc(C)cn1 (configuration not stated)	0.5	5.7	0.3	-4.6	-5.0	-7.1	0.8	2.2	-1.7
Cc1ccccc1C(=O)N1CCC(C(=O)O)CC1	0.7	6.0	5.6	-4.6	1.0	2.1	-2.1	5.7	0.2
Cn1sc(NC(=O)c2cccc(Cl)c2)nc1=O	10.4	2.2	1.1	-39.2	-1.8	-3.1	0.4	3.7	-3.6
CCCOc1ccc(C(=O)N2CCCc3ccccc32)cc1	2.0	0.5	3.3	-5.8	-8.1	12.3	3.6	-1.2	0.2
O=S(=O)(c1cccc(-n2cnnn2)c1)N1CCOCC1	-0.9	5.8	-4.3	2.9	0.1	11.4	1.2	3.0	-1.6
O=C(CN1C(=O)NC2(CCOc3ccccc32)C1=O)c1ccc(F)cc1 (configuration not stated)	-1.6	5.4	-1.5	-3.7	3.5	-1.4	7.7	2.1	5.6
COc1cc(CNCc2ccccn2)ccc1OCc1ccccc1Cl	3.7	0.8	-4.6	-0.4	2.9	17.2	0.8	6.8	-0.4
CCN(CC)S(=O)(=O)c1ccc(N2CCOCC2)c(NC(=O)CCC2CCCCC2)c1	-0.5	8.5	-10.9	3.6	7.3	10.2	11.5	1.9	-2.4
O=C(NC1CC2CCCC(C1)N2C(=O)N1CCCCC1)C1CCCCC1 (configuration not stated)	-2.5	2.7	-2.2	-3.5	-0.2	15.5	-1.6	1.0	-0.2
CCc1ccc(OCC(=O)N2CC(C(=O)OC)Oc3ccccc32)cc1 (configuration not stated)	5.3	2.0	-2.2	4.4	4.5	-3.2	-8.1	4.6	-2.2
O=C(Cn1cnc2c(nnn2Cc2ccccc2)c1=O)NCc1ccco1	4.7	4.6	3.8	-2.5	-6.5	7.6	1.5	-1.3	0.0
COc1ccc(CNC(=O)Cc2csc(Nc3nc(=S)[nH]c4ccccc34)n2)cc1	-10.0	0.4	0.8	-2.1	-27.2	-6.0	-11.7	-35.9	-8.5
